High-throughput results as filed in PubChem BioAssay.
PREPL inh = PREPL enzyme inhibitors, primary screen, biochemical, fluorescence polarization; 0.68% of 320,000 active; AID 2751, 2010; inhibition, % at 5.96 µM; recombinant PREPL, fluorescence polarization activity-based probe; in the data active = inhibition above about 43%;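 also: 0% = enzyme with DMSO and 100% = wells lacking enzyme; many of its hits are not listed in these tables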
HCV core dimer = inhibitors of HCV core protein dimerization, primary screen, biochemical, TR-FRET, high-throughput; TR-FRET GST/Flag-core106 dimerization, 1536-well; inhibition, % at 5 µM; 0.33% of 300,000 active; AID 1899, 2009;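 active = inhibition above the mean of all tested compounds plus 3 SD, set per screening campaign, cut at about 45% in these data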
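Assay system – GST-tagged and Flag-tagged HCV core protein residues 1-106 · Quantity – core106 proteins, GST 13.5 nM and Flag 17 nM · Benchmarks – unlabelled core106 and no-GST-core106 wells · Read-out basis – percent inhibition of core106 dimerization signal · Detection – time-resolved FRET, ex 340 nm, em 617 and 671 nm · Schedule – 4 h at 22.5 °C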
Fh CTSL1 inh = Fasciola hepatica cathepsin L1 inhibitors, primary screen, counter-screen for PFM18AAP inhibitor project, biochemical, QFRET, fluorogenic peptide substrate. inhibition, % at 5.96 µM. recombinant F. hepatica cathepsin L1, Z-Leu-Arg-MCA fluorescence. 0.49% of 300,000 active. AID 1906, 2009;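 active = inhibition above the mean of all tested compounds plus 3 SD, set per screening campaign, cut at about 17% in these data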;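 also: 0% = plate median of test compound wells and 100% = 1 µM Z-Phe-Ala-diazomethylketone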
Efflux pump mplx = inhibitors of Candida efflux pumps in yeast, primary screen, S. cerevisiae, Nile Red, multiplex. 0.44% of 330,000 active. inhibition, % at 10 µM. S. cerevisiae Candida pump triplex. AID 485275, 2010;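 active = plate passing quality check with inhibition over a set limit, or well fluorescence over plate mean plus 4 SD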;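 also: Nile Red retained in pooled yeast measured as flow cytometry median fluorescence; 0% = buffer negative control and 100% = Enniatin B positive control; higher means more Nile Red kept so more efflux inhibition; some compounds called inactive have numbers as strong as hits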
TPT1 inh = Candida albicans TPT1 enzyme inhibitors, primary screen, biochemical, fluorescence polarization | AID 1962, 2009 | recombinant caTPT1, FP RNA substrate dephosphorylation | inhibition, % at 5 µM | tRNA 2'-phosphotransferase TPT1 (Candida albicans SC5314) | 0.81% of 300,000 active;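 active = inhibition above the mean of all tested compounds plus 3 SD, set per screening campaign, cut at about 24% in these data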;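 also: plate controls were DMSO alone for no effect and ferristatin control at 100 nM for full effect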
GASC-1 inh = inhibitors of GASC-1 histone demethylase, primary screen, biochemical, fluorescence, DELFIA europium; GST-JMJD2C(1-420) H3K9me3 demethylation; AID 2099, 2009; inhibition, % at 2.35 µM; 0.069% of 330,000 active;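 active = more than half of a compound's replicate wells show inhibition beyond 50%, single wells judged on their own value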;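 also: signal counts dimethyl H3K9 product captured on neutravidin plate; 0% = median of DMSO wells and 100% = 0.3 times that DMSO median; strong numbers were not always called active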
Target sequence (Q9H3R0 1-420 limits assumed): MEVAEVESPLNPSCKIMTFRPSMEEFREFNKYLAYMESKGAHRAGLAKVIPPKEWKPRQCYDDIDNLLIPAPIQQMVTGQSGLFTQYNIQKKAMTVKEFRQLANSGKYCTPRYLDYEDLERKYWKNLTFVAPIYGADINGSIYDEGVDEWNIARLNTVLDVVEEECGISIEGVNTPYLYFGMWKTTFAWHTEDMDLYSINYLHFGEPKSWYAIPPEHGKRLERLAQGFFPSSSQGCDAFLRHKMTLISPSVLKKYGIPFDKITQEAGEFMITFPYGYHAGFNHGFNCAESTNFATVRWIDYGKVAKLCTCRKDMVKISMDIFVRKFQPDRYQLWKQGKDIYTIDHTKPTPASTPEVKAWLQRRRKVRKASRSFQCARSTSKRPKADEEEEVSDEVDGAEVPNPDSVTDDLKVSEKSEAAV
PP1 counter = PP1-alpha phosphatase inhibitors, primary screen, counter-screen for PP5 inhibitor project, biochemical, fluorescence, OMFP substrate, single point; AID 2235, 2010; 0.9% of 320,000 active; purified PP1alpha; inhibition, % at 6.7 µM;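 active = inhibition above the mean inhibition of all tested compounds plus 3 SD, computed separately for each screening campaign, cut at about 15% in these data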
Target sequence (P62136 whole entry, looked up): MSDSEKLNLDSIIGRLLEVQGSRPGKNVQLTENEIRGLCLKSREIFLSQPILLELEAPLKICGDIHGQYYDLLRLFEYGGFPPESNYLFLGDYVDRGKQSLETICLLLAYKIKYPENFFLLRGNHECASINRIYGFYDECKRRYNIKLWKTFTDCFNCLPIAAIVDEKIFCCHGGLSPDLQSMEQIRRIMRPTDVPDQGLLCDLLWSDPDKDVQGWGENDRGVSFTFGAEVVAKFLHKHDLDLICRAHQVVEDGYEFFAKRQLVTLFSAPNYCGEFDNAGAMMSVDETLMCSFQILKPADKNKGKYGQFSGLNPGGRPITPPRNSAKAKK
PP5 inh = PP5 phosphatase inhibitors, primary screen, biochemical, fluorescence; purified PP5c, OMFP substrate fluorescence; 0.18% of 320,000 active; AID 1987, 2009; Serine/threonine-protein phosphatase 5 (Homo sapiens), P53041; inhibition, % at 6.7 µM;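 active = inhibition above the campaign's mean inhibition across all tested compounds plus 3 SD, cut at about 9.5% in these data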;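 also: 0% = DMSO only and 100% = 100 µM cantharidin control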
LYPLA2 counter = LYPLA2 inhibitors, primary screen, counter-screen for PME1 inhibitor project, biochemical, fluorescence polarization, FP-Rh probe ABPP | recombinant LYPLA2 | 0.38% of 320,000 active | Acyl-protein thioesterase 2 (Homo sapiens), O95372 | inhibition, % at 5.9 µM;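 active = inhibition above the screen-wide mean plus 3 SD, limit set per campaign, cut at about 26% in these data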;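 also: 0% = LYPLA2 with DMSO and 100% = wells lacking LYPLA2 enzyme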
Target sequence (O95372 whole entry, looked up): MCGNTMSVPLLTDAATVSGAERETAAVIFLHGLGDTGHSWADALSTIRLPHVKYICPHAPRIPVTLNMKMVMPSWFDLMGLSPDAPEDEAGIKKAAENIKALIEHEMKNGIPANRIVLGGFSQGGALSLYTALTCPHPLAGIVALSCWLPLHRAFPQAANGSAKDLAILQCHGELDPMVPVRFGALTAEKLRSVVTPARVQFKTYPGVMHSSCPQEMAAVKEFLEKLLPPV
Active calls of the source: *; · = no result given. Only part of the results is shown; the hit share may differ from the screen's.

SMILES	PREPL inh	HCV core dimer	Fh CTSL1 inh	Efflux pump mplx	TPT1 inh	GASC-1 inh	PP1 counter	PP5 inh	LYPLA2 counter
CSCC(C)N1CCC(CCC(=O)NC2CC2)CC1 (stereo not given)	-3	4	-2	0.2	0	-1	0	-0.1	1
O=c1cc2n(c(=O)[nH]1)CCC1=C2CCCC1	4	1	-1	-0.1	-5	-30	-2	-0.9	0
O=C(NCCc1ccccc1)C1CCC(=O)N(CCCN2CCCC2=O)C1 (stereo not given)	11	14	1	-0.1	-4	15	-1	-3.0	-4
COc1ccc(-c2nnc3n2CCCCC3)cc1	-12	-6	-2	0.1	0	8	0	1.5	-2
c1ccc(-c2nnc(OCC3CCCO3)c3ccccc23)cc1 (stereo not given)	14	3	7	0.1	3	1	-1	-1.3	-1
CN(Cc1cnn(C)c1)Cc1nc(-c2ccc(Cl)cc2)no1	4	0	-2	-0.1	0	-5	-5	1.3	3
Cc1cc(Nc2cccc(Cl)c2)nc(-c2ccccc2O)n1	7	5	-1	-0.3	-3	-1	-1	2.3	-32
COc1ccc(C2CC(=O)C=C(NC3CCCC3)C2)cc1 (stereo not given)	15	-11	0	0.4	1	10	-4	0.8	-1
Cc1cccc(C(=O)Nc2cc(S(=O)(=O)N3CCOCC3)ccc2N2CCCCC2)c1	12	·	·	0.2	·	1	1	0.3	1
CCn1ccc2c(OCC(=O)NCCc3ccc(OC)c(OC)c3)cccc2c1=O	2	4	0	0.0	-3	-8	-5	1.9	0
CC1=C/C(=N\NC(=S)NCCc2ccccc2)CC(C)(C)C1	4	6	0	-0.2	-4	10	1	0.0	7
Cc1ccc(Cn2c(CN3CC(C)OC(C)C3)nc3c2c(=O)n(C)c(=O)n3C)cc1 (stereo not given)	-11	-2	0	0.0	3	-3	-2	3.6	5
COc1ccc(Cl)cc1NC(=O)Nc1cc(C)on1	8	-4	4	0.2	2	1	-1	1.7	-11
O=C(Cc1cccc2ccccc12)NCC(=O)Nc1ccccc1F	-3	10	0	0.2	4	3	0	-0.3	-2
COc1ccc2nc3oc(C(=O)N4CC(C)CC(C)C4)cc3cc2c1 (stereo not given)	-19	5	4	0.1	2	0	0	2.1	2

Pulled by compound from the list above, four records:
SMILES	PREPL inh	HCV core dimer	Fh CTSL1 inh	Efflux pump mplx	TPT1 inh	GASC-1 inh	PP1 counter	PP5 inh	LYPLA2 counter
O=C(Cc1cccc2ccccc12)NCC(=O)Nc1ccccc1F	-3	10	0	0.2	4	3	0	-0.3	-2
Cc1cc(Nc2cccc(Cl)c2)nc(-c2ccccc2O)n1	7	5	-1	-0.3	-3	-1	-1	2.3	-32
COc1ccc(-c2nnc3n2CCCCC3)cc1	-12	-6	-2	0.1	0	8	0	1.5	-2
CC1=C/C(=N\NC(=S)NCCc2ccccc2)CC(C)(C)C1	4	6	0	-0.2	-4	10	1	0.0	7

Next section:
SMILES	PREPL inh	HCV core dimer	Fh CTSL1 inh	Efflux pump mplx	TPT1 inh	GASC-1 inh	PP1 counter	PP5 inh	LYPLA2 counter
C(=N\n1cnnc1)/c1ccc(OC2CSC2)cc1	0	1	-1	0.1	0	-26	-4	0.1	8
Cc1nn2c(-c3ccc(S(=O)(=O)N4CCN(CCO)CC4)o3)nnc2c2ccccc12	4	5	-3	0.0	2	-6	1	-0.5	9
Cc1ccc(/C=C/C(=O)O)cc1S(=O)(=O)N1CCc2ccccc2C1	5	0	2	0.0	-6	-1	-1	1.5	5
Cc1ccc(-c2cc(C(=O)Nc3nn[nH]n3)c3ccccc3n2)c(C)c1	0	1	3	0.2	2	-6	22*	1.8	5
O=C(NCCc1ccccc1)NC1CCCCC1	4	1	3	-0.1	-3	-6	-1	-0.2	0
COc1ccc(CC(=O)Nc2cc(Cl)ccc2N2CCCC2)cc1	7	0	-1	-0.2	2	4	-6	1.7	-4
O=C(Nc1cccc(C(=O)O)c1)/C(=C\c1ccco1)NC(=O)c1ccccc1Cl	-6	5	-1	0.0	1	-4	8	-0.4	-3
Nc1nnc(SCC(=O)NCC(=O)Nc2ccc(F)c(F)c2F)s1	1	·	·	0.0	·	1	-3	-0.6	2
O=C(NCc1ccccc1)C(c1ccco1)N(C(=O)c1ccccn1)c1ccc(F)cc1 (stereo not given)	-1	3	1	-0.1	-6	-4	-5	-0.7	0
Cc1ccsc1/C=N/Nc1nc2ccccc2s1	46*	-7	4	0.1	2	-387	1	1.0	0
CCCN(CC(=O)Nc1ccccc1OC)C(=O)CSc1nc(C)cc(C)n1	-3	-1	-3	0.1	0	-3	-1	-0.1	1
CCOC(=O)c1sc2nccc(N(C)C)c2c1N=CNOCc1ccccc1	5	3	3	0.0	3	-12	2	5.2	0
COc1ccc(CNc2nc(S(=O)(=O)c3ccccc3)c(Cl)s2)cc1OC	-7	-3	-3	0.1	3	-3	6	8.5	-4
Cc1nc(SCC(=O)NNC(=O)c2cccs2)[nH]c(=O)c1C	7	1	0	-0.1	-4	-2	0	3.4	-1
O=C(NCCc1nnc2ccccn12)c1cccs1	-4	-2	-2	0.1	-3	11	2	-0.9	9
COc1cccc(C2CC(=O)NC(SC)=C2C#N)c1 (stereo not given)	-1	-16	-1	-0.1	-3	2	2	1.3	-5
Cc1ccc(-c2nnc(N3CCOCC3)c3ccccc23)cc1S(N)(=O)=O	4	17	2	0.2	3	-2	3	0.0	-11
O=C(CSCc1cc(=O)n2ccsc2n1)Nc1ccccc1	6	0	1	0.1	-2	3	0	-1.9	1
CC(C)(C)n1[nH]c2c3c(ccc2c1=O)C(=O)c1ccccc1C3=O	30	-31	4	0.0	-1	10	-6	1.6	1
COCC(=O)N1CCC(Oc2ccc(C(=O)NCCCn3cccn3)cc2)CC1	16	-3	10	-0.1	-5	1	3	-6.1	-3
CCOC(=O)CN1CC23C=CC(O2)C(C(=O)O)C3C1=O (stereo not given)	-2	1	-1	-0.1	-1	2	0	3.2	-3
CCn1cnc2cc(NCc3ccc(Cl)cc3)ccc21	31	-5	-4	0.2	-3	11	0	3.7	-3
CCCCC(=O)Nc1nc2c(OC)ccc(OC)c2s1	-10	-2	-2	0.0	0	2	1	1.8	3
Cc1ccc(SCCCCN2CCOCC2)cc1	7	-1	-12	0.7	-2	3	6	-5.6	-5
CN(C)CCN(C(=O)c1ccc(C(=O)c2ccccc2)cc1)c1nc2cc3c(cc2s1)OCCO3	4	-9	-6	-0.1	-2	-4	-1	4.0	3
Cc1cc(Cl)ccc1N1C(=O)CC(NNC(=O)c2cccnc2)C1=O (stereo not given)	4	-2	-2	0.4	2	14	-5	2.7	1
NC(=O)CSc1nc2c(sc3ccccc32)c(=O)n1CCCN1CCOCC1	6	-4	4	0.3	6	2	1	-0.2	-3
COc1ccc(CCNc2nc(C)cc(C)c2C#N)cc1OC	11	-2	4	0.4	4	-20	0	0.2	-4
CC(=O)c1ccc(NC(=O)C(C)NCc2ccc(Cl)cc2)cc1 (stereo not given)	-29	-3	-1	0.0	0	-3	0	-1.2	-2
CC1(C)CC(OC(=O)c2ccco2)CC(C)(C)N1O	3	1	-4	0.0	-19	2	-3	-2.1	2
CN1CCCCCC1=Nc1ccccc1C#N	5	3	-1	-0.1	2	-11	1	0.3	-5
CC(C)CN(C(=O)COc1ccc(C(C)(C)C)cc1)C1CCS(=O)(=O)C1 (stereo not given)	9	-1	-1	0.0	-1	19	0	-0.1	2
CCCCn1c(N)c(N(CCOC)C(=O)c2cc3c(s2)CCC3)c(=O)[nH]c1=O	5	9	1	0.1	-2	9	15	1.1	5
CCn1c(C)nc2cc(S(=O)(=O)C(F)(F)C(F)C(F)(F)F)ccc21 (stereo not given)	6	-5	1	0.1	-2	-8	-2	3.9	2
NC(=O)C1CCN(C(=O)CN(C2CCCCC2)S(=O)(=O)c2ccc(F)cc2)CC1	2	-4	0	-0.1	1	8	-3	0.5	5
O=C(Nc1cccc(C(F)(F)F)c1)C(Sc1ncnc2ccccc12)c1ccccc1 (stereo not given)	-12	10	-1	0.0	-5	0	2	5.4	-50
COc1cc2c(cc1OC)C(C)N(C(=O)c1ccc(Cl)c(S(=O)(=O)N3CCCCC3)c1)CC2 (stereo not given)	1	10	-3	-0.1	-2	6	6	4.3	5
CCOC(=O)/C(C#N)=N/Nc1c(S(=O)(=O)Cc2ccco2)csc1C(=O)OC	17	-7	-2	-0.1	-2	2	-1	0.5	3
COc1ccc(/C=N/n2c(=O)[nH]c3c([nH]c4ccc(Br)cc43)c2=O)cc1CN1CCOCC1	21	20	5	0.2	0	32	1	1.1	-3
CC(NC(=O)C(=O)N/N=C/c1ccc(Cl)cc1)c1ccccc1 (stereo not given)	-1	3	1	0.1	-2	-8	0	-1.9	3
COc1ccc(C(=O)N/C(=C/c2ccc(Cl)cc2)C(=O)NCc2ccncc2)cc1	0	-1	-4	-0.1	-5	7	-3	0.4	5
O=C(Nc1cccc(Cl)c1)Nc1ccccc1NS(=O)(=O)c1cccs1	-3	8	0	-0.1	-2	0	0	4.8	3
CCOC(=O)c1c(C)[nH]c(C)c1C(=O)CSc1nc2ccccc2c(=O)n1-c1ccc(CC)cc1	3	13	2	-0.1	2	-1	-1	4.1	-1
O=C(NC1CCCCC1)[C@H](CSCc1ccccc1)N1Cc2ccccc2C1=O	1	6	1	0.0	-3	3	1	0.9	-6
COc1ccc(CCNC(=O)Cc2ccc(OCc3ccccc3)c(OC)c2[N+](=O)[O-])cc1OCc1ccccc1	-8	14	0	0.0	-2	-5	8	3.8	-11
CC1CCCCC1NC(=O)c1ccc(S(=O)(=O)N2CCN(C)CC2)cc1 (stereo not given)	-5	3	-3	0.0	2	-3	2	2.5	0
COc1ccc(CCNC(=O)C2CC(c3ccc(C(F)(F)F)cc3)=NO2)cc1 (stereo not given)	-7	10	-1	0.0	-3	-1	-6	2.5	15
Cc1cccc(C)c1NC(=O)CSc1nnc(C)c(=O)[nH]1	-6	2	-2	0.0	-2	7	-2	1.7	2
CCc1ccc(CNC(=O)CCS(=O)(=O)Cc2ccc(C)cc2)cc1	-2	11	-2	0.2	-1	16	-1	-0.5	-14
O=C(CN1C(=O)/C(=C/c2ccc(F)cc2)SC1=S)N1CCN(CCc2ccccn2)CC1	5	26	12	0.1	20	0	-5	0.8	-5
CCOc1ccc(/C=N/NC(=S)NC2CC3C=CC2C3)cc1 (stereo not given)	11	1	0	-0.1	-3	-11	0	1.3	4
Cc1cc2ccccn2c1C(=O)c1ccccc1F	2	-3	1	0.0	0	4	-2	0.5	2
C=CCNC(=O)CSc1nnc(-c2ccc(S(=O)(=O)N3CCCC3)cc2)n1C	11	-10	-11	0.1	-3	-5	-4	-4.5	1

Look-ups from the list.
PREPL inh with CCOc1ccc(/C=N/NC(=S)NC2CC3C=CC2C3)cc1 (stereo not given) → 11
Fh CTSL1 inh with CCn1cnc2cc(NCc3ccc(Cl)cc3)ccc21 → -4
